Compound activity as filed in PubChem.
ABHD4 inh – ABHD4 (mouse) inhibition, primary FP screen; Q8VD66; purified mABHD4, FP-Rh probe fluorescence polarization; inhibition, % at 8.92 µM; 370,000 tested, 0.54% active;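 active means inhibition exceeding the mean over every tested compound plus 3 SD, cut at about 30% in these data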;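 further: 0% = plate median of compound wells and 100% = S159A mutant with DMSO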
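Assay system: mouse ABHD4 enzyme, wild type / Also added: fluorescent activity-based probe FP-Rh / Doses: single nominal dose of 8.92 µM, 0.89% DMSO final / Timing: 45 min compound pre-incubation plus 60 min probe step, 25 °C / Signal: FP readout, ex 525 nm / em 598 nm / Control set: S159A mutant/DMSO as 100%, compound-well median as 0%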
TCR-CD3 inh – blocks the human TCR-CD3 interaction. TAMRA-labeled TCR probe fluorescence, biochemical. inhibition, % at 9.4 µM. 360,000 tested, 0.37% active. AID 651800; in the data active means inhibition above about 19%;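 further: recombinant mutant TCR 2C K166C tagged with TAMRA read by polarization; 0% = receptor in buffer alone and 100% = receptor with positive control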
HTRA1 inhibitor – blocks human HTRA1 serine peptidase; 340,000 tested, 0.5% active; AID 504803; Q92743; recombinant HTRA1, FP-rhodamine activity-based probe, fluorescence polarization; inhibition, % at 5.96 µM; in the data active means inhibition above about 36%;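 further: 0% = enzyme with DMSO and 100% = wells lacking enzyme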
rCAG RNA binder – molecules binding r(CAG) RNA repeats | r(CAG) RNA repeat, TO-PRO-1 dye displacement fluorescence | inhibition, % at 3 µM | 370,000 tested, 1.3% active | AID 651821;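 active means inhibition above the plate cutoff, the mean of all test compounds on that plate plus 3 SD, cut at about 35% in these data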;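 further: 0% = DMSO alone and 100% = 100 µM mitoxantrone as full dye displacement; higher means more dye released from RNA so lower well fluorescence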
MBD2 DNA inh – blocks human MBD2 binding to methylated DNA; Q9UBB5; TR-FRET, MBD2 binding to methylated oligonucleotide; inhibition, % at 4.4 µM; 370,000 tested, 0.31% active; AID 686964; in the data active means inhibition above about 13%
Target sequence (Q9UBB5 whole entry, looked up): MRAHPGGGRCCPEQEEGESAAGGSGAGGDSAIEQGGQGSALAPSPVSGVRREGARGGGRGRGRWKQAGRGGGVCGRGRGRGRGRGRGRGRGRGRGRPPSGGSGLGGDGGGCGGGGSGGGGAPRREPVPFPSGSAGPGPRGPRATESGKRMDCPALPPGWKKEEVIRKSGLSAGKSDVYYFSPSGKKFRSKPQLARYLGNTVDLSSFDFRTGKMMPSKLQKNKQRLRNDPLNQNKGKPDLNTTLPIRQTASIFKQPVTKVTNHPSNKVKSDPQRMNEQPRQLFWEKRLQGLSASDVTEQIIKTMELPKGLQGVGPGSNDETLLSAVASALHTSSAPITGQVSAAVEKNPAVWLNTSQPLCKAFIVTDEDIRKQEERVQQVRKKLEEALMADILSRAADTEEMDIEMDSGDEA
PRMT1 inh – PRMT1 (human) inhibition, primary screen. 370,000 tested, 1.3% active. Q99873. recombinant PRMT1, activity-based probe fluorescence polarization. AID 652257. inhibition, % at 2.79 µM;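 active means inhibition above about 21% made by adding two undisclosed values, limit read from the data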
Target sequence (Q99873 whole entry, looked up): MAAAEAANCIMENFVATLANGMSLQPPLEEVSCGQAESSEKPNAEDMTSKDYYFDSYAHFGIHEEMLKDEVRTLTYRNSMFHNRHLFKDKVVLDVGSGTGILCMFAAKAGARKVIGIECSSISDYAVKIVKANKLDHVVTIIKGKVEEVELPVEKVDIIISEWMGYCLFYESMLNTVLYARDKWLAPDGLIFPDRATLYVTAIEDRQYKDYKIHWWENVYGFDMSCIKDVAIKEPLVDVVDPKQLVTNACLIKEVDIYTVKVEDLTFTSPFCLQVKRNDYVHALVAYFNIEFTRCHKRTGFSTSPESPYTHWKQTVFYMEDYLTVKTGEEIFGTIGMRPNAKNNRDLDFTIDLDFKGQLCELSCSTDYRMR
GC-B act – GC-B (human) receptor activation; HEK293-GC-B cells, CNP EC30, cGMP TR-FRET; 0% at EC30 CNP, 100% saturating CNP; activation, % at 10 µM; 370,000 tested, 0.11% active; AID 1920062;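 active means activation at 10 µM reaching about 35% in either raw or pattern-adjusted values, limit read from the data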
TDP2 inh – blocks human TDP2 phosphodiesterase activity | O95551 | recombinant TDP2, T5PNP hydrolysis, p-nitrophenol absorbance 415 nm | inhibition, % at 12.8 µM | 370,000 tested, 0.34% active | AID 720702;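 active means inhibition above the mean of all tested compounds plus 3 SD, set per campaign, cut at about 25% in these data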;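 further: 0% = DMSO with enzyme and 100% = buffer with substrate but no TDP2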
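Assay system: Recombinant human TDP2 | Quantity: 120 nM TDP2 per well | Incubation: 2 h at 37 °C | Signal: Epi absorbance | Evaluation: Percent inhibition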
SIAE primary – blocks human sialic acid acetylesterase. Q9HAT2. SIAE FP-Rh probe binding, fluorescence polarization. inhibition, % at 9.66 µM. 370,000 tested, 0.69% active;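 active means inhibition above a cutoff: mean of compounds within the control limits plus 3 SD of those, cut at about 17% in these data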;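 further: 0% = plate median of compound wells and 100% = probe without SIAE protein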
LEDGF integ inh – blocks HIV-1 LEDGF/p75-dependent DNA integration | inhibition, % at 3.7 µM | 370,000 tested, 0.64% active | TR-FRET IN-LEDGF/p75 DNA integration, Eu/Cy5;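 active means inhibition above the screen-wide mean plus 3 SD, cut at about 13% in these data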;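 further: signal is the Cy5 over europium emission ratio at 671 and 618 nm; 0% = plate median of compound wells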
Active calls of the source: *; / = not tested or not shown; & = joins results of further samples.

Results follow in this order: GC-B act	MBD2 DNA inh	LEDGF integ inh	rCAG RNA binder	TCR-CD3 inh	SIAE primary	ABHD4 inh	PRMT1 inh	TDP2 inh	HTRA1 inhibitor
#1 CC(=O)OC1C2CCCC1C(N1CCCC1)CC2 (stereo not drawn)
  3	2&1	2&0	-3&-3	5&6	7&3	5&0	2&-3	-11&-4	2&6
#2 COc1ccc(CNC(=O)CCC(=O)N2C[C@H]3C[C@H](C2)c2cccc(=O)n2C3)cc1OC
  4	3	-2	0	2	3	-2	1	0	-5
#3 C[C@H]1C(=O)O[C@@H]2CCN3CC=C(COC(=O)[C@](C)(O)[C@]1(C)O)[C@H]23
  3	2	1	3	6	5	-1	-3	4	-2
#4 Cc1ccc(C)c(C2(O)CC(C)N(C)CC2C)c1 (stereo not drawn)
  -5	5	-3	5	-5	-3	-16	3	-11	5
#5 CC(C)CNC(=O)/C=C/C=C/CCCCCC/C=C/c1ccc2c(c1)OCO2
  -4	-1	6	0	6	-1	-3	-8	7	3
#6 CC(=Nc1ccc2c(c1)CCC2)c1c(O)n(-c2ccccc2)c(=O)[nH]c1=O
  -2	4	0	-2	-6	-6	-12	9	-21	9
#7 COCCNC(=O)CN1C2CCC1CC(O)(c1cccnc1)C2 (stereo not drawn)
  7	1	-6	-1	-2	-5	3	4	-13	1
#8 O=C1CC(N2CC=C(c3ccccc3)CC2)C(=O)N1c1ccc(F)cc1 (stereo not drawn)
  2	3	1	13	-5	11	2	8	11	-8
#9 C=CCN1C(=O)NC(=O)/C(=C/c2ccc(N(C)C)c(Br)c2)C1=O
  0	2	2	3	-6	-2	0	17	5	3
#10 CCCC(C)n1[nH]c(=O)c2c1NC(=O)CSC2c1ccc(OC)c(OC)c1 (stereo not drawn)
  -2	-4	3	1	-2	6	3	-2	9	3
#11 CC(=NCCC1=CCCCC1)c1c(O)[nH]c(=O)[nH]c1=O
  2	0	-1	0	7	-2	3	0	-4	-2
#12 O=C(COc1ccc(Cl)cc1)N(c1ccccc1Cl)C1CN2CCC1CC2 (stereo not drawn)
  -16	0	4	-2	9	5	2	0	-6	5
#13 CCOC(=O)c1c(/N=C/c2c(O)n(-c3cccc(C)c3)c(=O)[nH]c2=O)sc2c1CCCC2
  6	1	-4	0	-7	-3	-2	8	1	4
#14 COc1ccc(CN2CCNCC2)c(OC)c1OC
  4&3	8&3	-1&4	0&1	4&4	-3&1	4&-7	6&-6	-3&0	1&4
#15 CC(C)N(C(=O)CCl)c1ccccc1
  2	1	-1	3	3	4	11	1	6	4
#16 COC(=O)C1=C(c2ccc(S(C)(=O)=O)cc2)C[C@@H]2CC[C@H]1N2C(=O)NCCS(C)=O (stereo partly drawn)
  2	5	1	-2	3	2	2	-1	3	-3
#17 C[C@H](CO)N1C[C@H](C)[C@@H](CN(C)C(=O)Oc2ccccc2)OCc2cnnn2CCCC1=O
  4	-1	2	0	3	3	3	3	0	9
#18 O=P(NS(=O)(=O)c1ccc(Br)cc1)(Oc1ccccc1)Oc1ccccc1
  -2	-2	3	73*	-2	8	-2	3	-7	-11
#19 CCCN1CCc2cc(O)cc3c2[C@H]1Cc1ccc(O)c(O)c1-3
  -2	4	12	8	3	14	69*	77*	9	62*
#20 COc1ccccc1CCNCc1cccc(C(F)(F)F)c1
  -20	6	9	-3	3	-2	17	-1	0	6

Quoted at random: 2 entries already listed, in no set order.
Results follow in this order: GC-B act	MBD2 DNA inh	LEDGF integ inh	rCAG RNA binder	TCR-CD3 inh	SIAE primary	ABHD4 inh	PRMT1 inh	TDP2 inh	HTRA1 inhibitor
#7 COCCNC(=O)CN1C2CCC1CC(O)(c1cccnc1)C2 (stereo not drawn)
  7	1	-6	-1	-2	-5	3	4	-13	1
#17 C[C@H](CO)N1C[C@H](C)[C@@H](CN(C)C(=O)Oc2ccccc2)OCc2cnnn2CCCC1=O
  4	-1	2	0	3	3	3	3	0	9

(continued)
Results follow in this order: GC-B act	MBD2 DNA inh	LEDGF integ inh	rCAG RNA binder	TCR-CD3 inh	SIAE primary	ABHD4 inh	PRMT1 inh	TDP2 inh	HTRA1 inhibitor
#21 CCC(C)(C)n1nnnc1CN1CCC(n2c(C)nc3cc(C(F)(F)F)ccc32)CC1
  -3	2	1	-1	9	-1	-3	1	5	9
#22 O=C(Cn1c(=S)[nH]c2ccccc2c1=O)N1CCC2(CC1)OCCO2
  8	-4	2	3	4	3	-2	0	1	-4
#23 O=C1CC[C@@]2(O)[C@H]3Cc4ccc(O)c5c4[C@@]2(CCN3CC2CC2)[C@H]1O5
  0	-4	0	1	7	5	1	-8	8	1
#24 S=P(Nn1cnnc1)(c1ccccc1)c1ccccc1
  -7	-4	1	-1	1	-4	1	0	7	-2
#25 CCOP(=O)(OCC)C(O)c1ccc(OC)cc1OC (stereo not drawn)
  2	5	-5	1	-6	0	-8	5	-15	2
#26 O=c1[nH]c(=O)n(Cc2ccc(F)cc2)c(O)c1C=NCCCN1CCOCC1
  -2	-1	6	-3	5	-7	-2	-2	-4	-1
#27 Cc1cc(C)cc(N2C(=O)NC(=O)/C(=C\C=C\c3ccco3)C2=O)c1
  19	0	35*	39*	-17	-31	-14	15	7	11
#28 O=C(Cn1cc(C=C2C(=O)NC(=O)NC2=O)c2ccccc21)NCC1CCCO1 (stereo not drawn)
  3	-1	-1	4	4	-14	-1	9	3	-8
#29 CS(=O)(=O)c1ccc(C(=O)N2CCC(C(=O)O)(c3ccccc3)CC2)cc1
  3	5	-2	0	-12	-3	6	-1	-3	0
#30 C=CCn1cc(C=C2C(=O)NC(=O)NC2=O)c2ccccc21
  -19	-2	2	11	-2	-38	1	7	19	-3
#31 Cc1ccc(C(C)C)c(OCC(=O)N2CCN(CC(=O)N3CCOCC3)CC2)c1
  -5	0	5	0	1	-12	-5	-4	-12	2
#32 COc1ccc(N2C(=O)/C(=C/c3ccco3)C(=O)NC2=S)cc1
  1	32*	59*	67*	-22	-8	16	42*	-9	13
#33 C[n+]1c(-c2ccccc2)sc2ccccc21
  1	0	-1	-3	7	-7	4	35*	6	-4
#34 CN1C(=O)C(=Cc2ccccc2OCCOc2ccc([N+](=O)[O-])cc2)C(=O)N(C)C1=O
  1	-7	4	-2	-3	0	3	9	15	-16
#35 CCOC(=O)[C@]12Cc3ccccc3[C@H]1N(CCC(=O)OC)C(=O)c1cc(OC)ccc12
  -16	-1	0	0	-6	0	2	-5	-3	/
#36 Cn1cccc1C1CCCN1CC(=O)Nc1ccc(C#N)c(Cl)c1 (stereo not drawn)
  -2	-1	4	8	-9	-8	-14	2	-13	-17
#37 COc1ccc(OC(=O)N(C)C[C@H]2OCc3cnnn3CCCC(=O)N([C@H](C)CO)C[C@@H]2C)cc1
  4	4	-5	0	-5	-1	1	2	6	2
#38 COc1ccc(/C=C2\C(=O)NC(=O)N(CCC3=CCCCC3)C2=O)c(OC)c1
  -2	-3	3	22	-4	5	9	8	-9	0
#39 CSCCC(c1nnnn1-c1ccc2c(c1)OCCO2)N1CCC(n2c(=O)[nH]c3ccccc32)CC1 (stereo not drawn)
  8	4	-6	7	-3	-3	-7	0	-6	/
#40 O=c1[nH]c(=S)n(-c2ccccc2)c(O)c1C=NCc1ccccn1
  3	4	1	-1	-4	1	2	2	2	/

Results follow in this order: GC-B act	MBD2 DNA inh	LEDGF integ inh	rCAG RNA binder	TCR-CD3 inh	SIAE primary	ABHD4 inh	PRMT1 inh	TDP2 inh	HTRA1 inhibitor
#41 COc1ccc(C2(C#N)CCN(C)CC2)cc1
  0	0	0	0	-5	8	-2	1	7	1
#42 CC(C)C/C(=N/O)c1c[nH]c2ccccc12
  -13	2	-2	4	-1	1	4	-4	5	-2
#43 Cc1ccc(OC(=O)N(C)C[C@H]2OCc3cnnn3CCCC(=O)N([C@H](C)CO)C[C@H]2C)cc1
  -4	-6	4	0	1	8	-4	-4	2	/
#44 CC[N+]12CCC(CC1)C(=C(c1ccccc1)c1ccccc1)C2
  0	-1	1	2	-3	0	5	-2	-3	2
#45 CCOC(=O)c1c(C)n(Cc2ccccc2)c2ccc(OCC(O)CN3C(=O)CNC3=O)cc12 (stereo not drawn)
  26	-3	0	-1	5	-3	-9	0	-10	-15
#46 O=C(NCC1=C(c2ccc3ccccc3c2)C[C@@H]2CC[C@H]1N2Cc1ccco1)c1ccc([N+](=O)[O-])cc1
  -2	-1	-2	4	-6	1	12	-1	-5	-22
#47 O=C1CC(=O)N(Cc2ccccc2)C(=S)N1
  1	2	4	72*	1	-16	-8	32*	32*	-45
#48 COC(=O)C1=C(c2cccc(OCc3ccccc3)c2)C[C@@H]2CC[C@H]1N2C
  -12	-1	-1	-1	-5	6	11	7	1	1
#49 O=C(O)C(Cc1cnc[nH]1)NS(=O)(=O)c1ccc(Cl)cc1 (stereo not drawn)
  2	-1	-1	3	4	14	7	2	-2	8
#50 COc1cc(OC)c([C@H]2C=C(C)[C@H]3C[C@@H]2C3(C)C)c(OC)c1
  2	-2	0	2	5	8	2	-3	13	0
#51 COc1cc2c(cc1OC)C13CCN4C=C5CCOC6CC(=O)N2C1C6C5CC43 (stereo not drawn)
  1	4	-4	2	-1	4	-5	1	-3	8
#52 CC(c1ccccc1)n1cncc1C(=O)N1CCCC1=O (stereo not drawn)
  4	1	-5	5	5	3	3	4	-7	-2
#53 COC(=O)C1=Nc2ccccc2/C1=C\c1c(O)n(-c2ccc(OC)cc2)c(=O)[nH]c1=O
  -3	-4	1	10	7	-19	-4	3	-9	-14
#54 CCOc1ccc(N2C(=O)CC(=O)NC2=O)cc1
  -3	-7	0	3	1	4	0	3	17	-10
#55 CCCCOc1ccc(CN2CCN(CCO)CC2)cc1
  3	-2	-3	-3	1	-3	6	3	3	4
#56 CN(C)C(=O)Oc1noc2cc(Cl)ccc12
  3	-1	-3	0	2	-1	1	1	4	3
#57 N#CC(C#N)=Cc1ccc(-c2ccccc2F)o1
  -8	-2	2	9	0	-21	-3	-3	-15	-9

This is a subset. The share of hits here may be higher or lower than overall.
